# Bioassay records as filed in PubChem BioAssay.
# hIAP act = human IAP activators, primary screen, biochemical, luminescence, uHTS | purified human IAP, CDP-Star luminescence, 30 min; hits give high values; 1 = vehicle-only enzyme, 0 = enzyme-free background | activation factor at 10 µM | Intestinal-type alkaline phosphatase (Homo sapiens), P09923 | 0.16% of 330,000 active;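 active = activation factor of the enzyme at least 2-fold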; also: the source names both 10 and 20 µM as test concentration; values of inactives mirror those of a sister screen read the other way
# Target sequence (P09923 whole entry, looked up): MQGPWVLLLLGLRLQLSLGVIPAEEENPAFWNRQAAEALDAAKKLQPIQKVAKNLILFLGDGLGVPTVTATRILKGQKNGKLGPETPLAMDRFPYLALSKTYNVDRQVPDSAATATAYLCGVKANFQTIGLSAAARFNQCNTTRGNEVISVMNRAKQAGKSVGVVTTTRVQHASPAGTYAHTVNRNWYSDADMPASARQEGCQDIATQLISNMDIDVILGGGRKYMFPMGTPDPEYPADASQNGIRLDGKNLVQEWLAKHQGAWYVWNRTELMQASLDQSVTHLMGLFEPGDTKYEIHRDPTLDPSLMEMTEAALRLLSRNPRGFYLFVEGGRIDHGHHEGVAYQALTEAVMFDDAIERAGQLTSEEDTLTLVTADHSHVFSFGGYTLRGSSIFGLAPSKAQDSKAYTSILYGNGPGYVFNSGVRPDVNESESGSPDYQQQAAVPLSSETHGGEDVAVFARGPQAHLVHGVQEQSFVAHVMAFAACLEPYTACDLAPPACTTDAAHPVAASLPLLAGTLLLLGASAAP
# hIAP inh = human IAP inhibitors, primary screen, biochemical, luminescence, uHTS; Intestinal-type alkaline phosphatase (Homo sapiens), P09923; purified IAP, CDP-Star luminescence, 30 min; inhibition, % at 10 µM; 0.12% of 330,000 active; AID 2544, 2010;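 active = inhibition reaching a set limit with compound at 10 µM in the primary screen, cut at about 35% in these data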;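 also: plate controls were DMSO wells with enzyme for no effect and no-enzyme buffer wells for full effect; values of inactives mirror those of a sister screen read the other way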
# A3A deaminase = APOBEC3A ssDNA deaminase inhibitors, primary screen, selectivity assay for APOBEC3G inhibitor project, biochemical, FAM/TAMRA oligo cleavage fluorescence; recombinant A3A, FAM/TAMRA ssDNA deamination fluorescence; 0.41% of 330,000 active; inhibition, % at 20 µM; AID 493011, 2011;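 active = at least 40% inhibition at 20 µM here, with at most 30% in a related deaminase screen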;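 also: plate controls were A3A with DMSO for no effect and wells lacking A3A enzyme for full effect; some results filed as inactive read as strong as hits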
# Target sequence (P31941 whole entry, looked up): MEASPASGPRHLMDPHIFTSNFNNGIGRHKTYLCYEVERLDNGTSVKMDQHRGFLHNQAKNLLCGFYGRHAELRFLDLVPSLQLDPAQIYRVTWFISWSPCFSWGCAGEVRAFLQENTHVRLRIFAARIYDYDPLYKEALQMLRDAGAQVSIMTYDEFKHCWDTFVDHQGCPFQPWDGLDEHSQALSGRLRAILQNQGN
# mIAP act = activators of mouse IAP, primary screen, biochemical, luminescence, uHTS. intestinal alkaline phosphatase [Mus musculus]. muIAP, CDP-Star luminescence, 30 min; hits give high values; 1 = vehicle-only enzyme signal, 0 = enzyme-free wells. activation factor at 10 µM. 0.24% of 330,000 active. AID 2805, 2010;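 active = activation factor of at least 2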; also: the source names both 10 and 20 µM as test concentration; values of inactives mirror those of a sister screen read the other way
#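 System: mouse IAP enzyme. Reagent: CDP-Star chemiluminescent phosphatase substrate. Benchmarks: DMSO wells, no-enzyme wells. Times: 30 min enzyme-substrate-compound incubation at room temperature. Detection: luminescence from enzymatic CDP-Star hydrolysis. Doses: test compounds delivered from DMSO solution.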
# PfG6PD inh = PfG6PD enzyme inhibitors, primary screen, biochemical, fluorescence intensity, uHTS; inhibition, % at 20 µM; 0.78% of 350,000 active; glucose-6-phosphate dehydrogenase-6-phosphogluconolactonase (Plasmodium falciparum 3D7); PfGluPho enzyme, NADPH resazurin-diaphorase fluorescence;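 active = inhibition reaching at least a set limit at 20 µM in the primary screen, cut at about 59% in these data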;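 also: 0% = DMSO wells with substrate and 100% = DMSO wells lacking glucose-6-phosphate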
# mIAP block = inhibitors of mouse IAP, primary screen, biochemical, luminescence, uHTS | intestinal alkaline phosphatase [Mus musculus] | AID 2806, 2010 | 0.2% of 330,000 active | inhibition, % at 10 µM | purified mouse IAP, CDP-Star luminescence, 30 min;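 active = inhibition of at least 40% at 10 µM in the primary screen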;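 also: plate controls were DMSO with enzyme for no effect and no enzyme wells for full effect; values of inactives mirror those of a sister screen read the other way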
# HKDC1 inh = HKDC1 hexokinase inhibitors, primary screen, biochemical, fluorescence, uHTS | 0.16% of 340,000 active | recombinant HKDC1, G6PDH/diaphorase resazurin coupled fluorescence | inhibition, % at 20 µM;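 active = inhibition above about 35% when tested at 20 µM, limit read from the data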;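 also: plate controls were DMSO wells with enzyme for no effect and DMSO wells lacking enzyme for full effect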
#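 Assay system – recombinant HKDC1 (HK5) hexokinase enzyme, produced in-house · Input – HKDC1 at 5 µg/mL · Reagent – glucose plus 1 mM ATP as hexokinase substrates · Timing – 90 min reaction incubation at room temperature, dark · Measured by – G6PDH/diaphorase-coupled fluorescence, 1 mM NADP, 100 µM resazurin, 525/613 nm · Benchmarks – DMSO-enzyme wells negative, buffer-substituted wells positive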
# ATG4B inhibitor = ATG4B protease inhibitors, primary screen, biochemical, fluorescence, uHTS; Cysteine protease ATG4B (Homo sapiens), Q9Y4P1; ATG4B cleavage of LC3-PLA2, NBD-HPC fluorescence, 1 h; inhibition, % at 8.33 µM; 0.51% of 340,000 active; in the data active = inhibition above about 40%
# * hit, by the source's call.
SMILES,hIAP act,hIAP inh,A3A deaminase,mIAP act,PfG6PD inh,mIAP block,HKDC1 inh,ATG4B inhibitor
COc1ccc(OCc2ccc(/C=N\NC(=O)c3sccc3C)o2)cc1,1.1,-8,-2,0.87,12,13,-7,11
O=C(Nc1ccc(Cl)cc1)c1nc[nH]c1C(=O)N1CCN(c2ccccc2)CC1,1.1,-12,0,1.1,7,-8,0,-9
Cc1nn(-c2ccc(F)cc2)c(Cl)c1C(=O)N(C)CC(=O)Nc1cccc(F)c1,1.1,-11,-1,1.1,-6,-7,-2,0
COc1ccccc1N=Nc1c(C)[nH][nH]c1=O,1.6,-56,3,0.9,10,10,-2,0
Cc1ccc(C)c(C(=O)COC(=O)c2ccc(Br)o2)c1,0.98,2,1,1,0,0,-3,7
Cc1ccc2c(CN3CCCCC3C)cc(=O)oc2c1 (stereo not given),1.1,-6,-4,1,-3,0,2,-2
COc1ccc2cc(-c3cccnc3)ncc2c1,0.95,5,-1,1.1,15,-10,-3,-3
COc1ccc(C)cc1NC(=O)c1ccc2c(O)c(S(=O)(=O)c3ccccc3)c(=O)[nH]c2c1,0.77,23,-1,0.93,-19,7,2,-2
C=CCn1c(SCC)nc(O)cc1=O,1.1,-9,0,0.95,-8,5,11,-6
NC(=O)Cn1c(=O)n(Cc2ccccc2)c(=O)c2cccnc21,0.9,10,-4,1,-8,-4,2,3
O=[N+]([O-])c1ccc(N2CCc3ccccc3C2)nc1,0.93,7,-7,0.99,12,1,-4,8
Cc1ccc(S(=O)(=O)NCc2cn3c(C)csc3n2)cc1,1,-3,4,1.1,-6,-9,0,-1
CCOC(=O)c1ccc(N2C(=O)C(O)=C(C(C)=O)C2c2ccc(O)c(OC)c2)cc1 (stereo not given),0.99,1,-1,1.1,-15,-6,-4,-15
O=C1c2ccccc2C(O)N1Cc1ccccc1 (stereo not given),1,0,2,0.97,-4,3,-11,0
COc1nccnc1NS(=O)(=O)c1ccc(NCc2cc(Br)ccc2O)cc1,0.97,3,-2,1,-19,-1,-3,7
CC(Oc1ccccc1)C(=O)Nc1nc2c(s1)C(=O)CC(C)(C)C2 (stereo not given),1,-3,-1,1,-23,-3,4,3
CCOC(=O)/C(C#N)=C/c1ccc(OC)c(OC)c1,1.1,-8,2,1.1,3,-11,0,-9
O=C(c1ccc2c(=O)n(-c3ccccc3)c(=S)[nH]c2c1)N1CCN(c2ccccc2)CC1,0.9,10,-4,0.92,-1,8,1,-5
CC(C)OC(=O)CSc1nc2ncccc2[nH]1,0.96,4,2,0.88,-13,12,-1,9
Cc1cccc(N(Cc2ccc(Cl)cc2)S(C)(=O)=O)c1,1.2,-24,-1,1,-6,-3,-2,-5
CN(C)c1ccc(S(=O)(=O)N2CCCCC2)cc1NC(=O)C1CSC2(C)CCC(=O)N12 (stereo not given),0.94,6,-6,0.96,-7,4,-2,-70
CCNC(=O)NC(=O)COC(=O)c1cccc(NS(=O)(=O)/C=C/c2ccccc2)c1,0.93,7,10,0.97,-15,3,-10,-11
O=C(Nc1ccccc1F)c1ccc(CN2CCN(c3ccccc3)CC2)cc1,1.1,-10,-2,0.84,3,16,-4,-1
CCCN(CC(=O)Nc1ccccc1C)C(=O)c1ccc(N2CCCCC2)c([N+](=O)[O-])c1,0.96,4,-3,0.9,12,10,-9,3
COc1cc(NC(=O)C2CC(=O)N(Cc3ccco3)C2)c(OC)cc1Cl (stereo not given),1,-5,4,1.1,-13,-9,-2,-6

# Single entries from the list:
# For mIAP block, O=[N+]([O-])c1ccc(N2CCc3ccccc3C2)nc1 is listed with 1
# For A3A deaminase, COc1nccnc1NS(=O)(=O)c1ccc(NCc2cc(Br)ccc2O)cc1 is listed with -2

# Whole records, quoted from the list.
# Shown for O=C1c2ccccc2C(O)N1Cc1ccccc1 (stereo not given) : hIAP act = 1; hIAP inh = 0; A3A deaminase = 2; mIAP act = 0.97; PfG6PD inh = -4; mIAP block = 3; HKDC1 inh = -11; ATG4B inhibitor = 0
# Shown for Cc1cccc(N(Cc2ccc(Cl)cc2)S(C)(=O)=O)c1 : hIAP act = 1.2; hIAP inh = -24; A3A deaminase = -1; mIAP act = 1; PfG6PD inh = -6; mIAP block = -3; HKDC1 inh = -2; ATG4B inhibitor = -5

# Carrying on.
SMILES,hIAP act,hIAP inh,A3A deaminase,mIAP act,PfG6PD inh,mIAP block,HKDC1 inh,ATG4B inhibitor
CCOC(=O)N1CCN(c2ccc(C(C)=O)cc2F)CC1C (stereo not given),0.97,3,-2,0.97,4,3,-12,-2
CCCn1c(N)c(C(=O)CSc2nc3ncc(Cl)cc3[nH]2)c(=O)[nH]c1=O,1.1,-14,1,0.99,0,1,2,4
O=C(NCc1ccccn1)C1CCN(S(=O)(=O)N2CCCC2)CC1,0.93,7,-1,1,-12,-5,-8,12
CCCC(=O)C1=C(N2CCCC2)CC(C)(C)C(C(=O)OC)C1=O (stereo not given),0.92,8,-1,0.95,-6,4,-1,-5
COc1nnc(-c2ccc(N3CCOCC3)c(NC(=O)c3ccc(C)cc3)c2)c2ccccc12,1.1,-10,-4,0.91,10,9,1,-8
CC1(C)Cc2c(c(N3CCOCC3)nc3sc4c(NCc5ccco5)nnnc4c23)CS1,0.94,6,-2,0.91,-2,9,8,-5
O=C(NC1CCCC1)C1CCN(c2cnccn2)CC1,1.2,-16,0,1.1,14,-8,-11,0
NC1=NC(=O)/C(=C\c2ccco2)S1,0.87,13,53,0.25,37,75*,9,1
CCCCn1c(N2CCC(Cc3ccccc3)CC2)nc2c1c(=O)[nH]c(=O)n2C,1,-1,-3,1,11,-1,3,0
Cc1ncc(CN2CCC(CO)(CCOc3ccccc3)CC2)s1,1,-2,-7,1,-10,-3,-6,0
Cc1ccccc1Cn1c2ccccc2c2cnn(CC(=O)NCc3ccccn3)c(=O)c21,1.1,-6,-4,0.94,4,6,4,-13
CC(=O)Nc1ccc(S(=O)(=O)NC(CSc2ccc(C(=O)O)cc2[N+](=O)[O-])C(=O)O)cc1 (stereo not given),1,-4,-1,0.96,6,4,-4,-2
N#Cc1ccccc1S(=O)(=O)c1ccccc1C(=O)Nc1ccccc1,1.3,-33,0,0.99,-7,1,5,0
CCOc1nc2cnccc2n(CC(=O)Nc2c(F)c(F)cc(F)c2F)c1=O,0.92,8,-1,0.92,6,8,-4,8
CCCc1cc(-c2n[nH]c(=S)n2CC)cs1,0.98,2,-5,1,20,-2,0,1
Cc1cc(C)n(-c2nc(NCCN(C)C)c3c4c(sc3n2)CCCC4)n1,1.2,-19,4,1.1,11,-13,3,6
CC(=O)c1cccc(NC(=O)COC(=O)c2ccc(S(C)(=O)=O)c([N+](=O)[O-])c2)c1,0.98,2,1,1.1,-1,-6,10,-1
COc1cc(-c2cc(C(=O)OCC(=O)Nc3ccc4c(c3)OCO4)c3ccccc3n2)cc(OC)c1OC,0.96,4,3,0.96,-7,4,-11,-8
Cc1nc(Nc2ccccc2F)c2oc3ccccc3c2n1,0.86,14,0,1,0,-1,-1,10
O=C(CN1c2cccc3cccc(c23)S1(=O)=O)Nc1ccccc1F,1.1,-11,-1,0.96,-3,4,2,-2
NC(=O)c1c(NC(=O)Cn2nc(C(=O)O)c3ccccc3c2=O)sc2c1CCCC2,1.1,-7,3,0.97,6,3,-1,11
COc1cc(SC#N)ccc1N=Cc1c(C)[nH]n(-c2ccc(C)c(C)c2)c1=O,1,-5,0,1,20,-3,-22,-9
CC(C)COC(=O)CCNc1n[nH]c(=O)[nH]c1=O,0.88,12,6,0.93,-5,7,0,-13
O=C(OCC(=O)C12CC3CC(CC(C3)C1)C2)c1ccccn1,0.96,4,-1,0.97,-9,3,-5,2
O=[N+]([O-])c1ccc(F)cc1Oc1nc(-c2cccnc2)nc2ccccc12,0.99,1,-3,1,5,0,5,-11

# Continued:
SMILES,hIAP act,hIAP inh,A3A deaminase,mIAP act,PfG6PD inh,mIAP block,HKDC1 inh,ATG4B inhibitor
Cc1ccc(NCC(=O)N/N=C/c2ccc(-c3cccc(C(F)(F)F)c3)o2)cc1,0.92,8,0,0.91,23,9,1,5
Cc1c(C(c2cccs2)c2c(C)n(C)n(-c3ccccc3)c2=O)c(=O)n(-c2ccccc2)n1C,0.98,2,-4,1,-9,0,-6,-7
CC1CCCC(C)N1c1ccc(S(=O)(=O)N2CCOCC2)cc1Cl (stereo not given),0.96,4,1,0.92,13,8,1,-3
CCOC(=O)COn1c(=O)c(-c2ccc(C)cc2)[n+]([O-])c2ccccc21,0.99,1,1,1,-6,-3,0,-3
Cc1cc(C)n2nc(SCc3ccccc3F)nc2n1,1.2,-20,-3,0.88,14,12,0,-10
CN(C(=O)CSc1nc2ccccc2c(=O)n1-c1ccc(F)cc1F)C1CCS(=O)(=O)C1 (stereo not given),1.2,-18,0,1.1,13,-10,-6,-6
CN(C)CCCNC(=O)c1ccc(Cl)c(S(=O)(=O)N2CCCCCC2)c1,0.95,5,-6,0.99,16,1,-7,0
COC(=O)c1ccc(NC(=O)CCN2CCN(c3ccccc3)CC2)cc1,1.1,-9,2,0.98,-2,2,1,-12
COc1ccc(N2C(N)=C(C#N)C(c3cccnc3)C3=C2CC(C)(C)CC3=O)cc1 (stereo not given),1,-3,-7,1,-5,-1,0,3
O=C(NCc1cc(C(F)(F)F)cc(C(F)(F)F)c1)C1CC(c2ccccc2C(F)(F)F)=NO1 (stereo not given),0.96,4,1,1,32,-3,1,11
COc1ccc(-c2nnn(CC(=O)NCCc3c[nH]c4ccccc34)n2)cc1OC,0.88,12,-5,1.1,-1,-8,-3,-12
CC1CCN(c2nc3nonc3nc2Nc2ccc(F)cc2)CC1,1,-1,-4,1,9,-1,2,-4
CCOc1ccc(NC(=S)NC(=O)Cc2ccccc2)cc1,1,0,-2,1,10,-1,-2,2
O=C(O)Cn1cc(/C=C2/SC(=O)N(CC(=O)N3CCCCCC3)C2=O)c2ccccc21,0.97,3,2,0.96,-16,4,5,7
Cc1cc(-c2ccc(Cl)cc2)c2cnn(C(C)C)c2n1,0.9,10,-3,1,24,-3,4,3
COc1ccc(NC(=O)C2CCN(S(=O)(=O)c3ccc(Br)s3)CC2)cc1OC,0.88,12,-5,1.4,8,-41,11,-11
Cc1cccc(CSc2nnc([C@@H]3CCCN3)o2)c1,1,-2,5,0.96,2,4,-3,-3
CN(Cc1ccccc1)C(=O)COc1cccnc1[N+](=O)[O-],1,-2,-4,1,6,0,-15,-11
COc1ccc2oc(C(=O)OC(C)C(=O)N3CCC(C)CC3)c(C)c2c1 (stereo not given),0.92,8,0,1,-17,0,2,-14
CCC(C)c1ccc(NC(=O)Nc2cnccn2)cc1 (stereo not given),1,0,-3,1.1,1,-7,7,4
CC1(C)CC(=O)C2=C(C1)N(c1ccc(F)cc1)C(=O)NC2(C(F)(F)F)C(F)(F)F,0.89,12,-1,0.97,8,3,15,-6
COc1ccc(OC(=O)c2cn(C)nc2C(F)(F)F)cc1,0.76,24,-2,1.1,-7,-5,4,1
